Compound activity deposited in PubChem by several laboratories.
MBD2 DNA inh: MBD2-methylated oligo binding inhibition; Q9UBB5; TR-FRET, MBD2 binding to methylated oligonucleotide; inhibition, % at 4.4 µM; 370,000 tested, 0.31% active; in the data active = inhibition above about 13%
PG9 binder: small molecules binding HIV-1 gp120 antibody PG9; TR-FRET gp120-PG9 antibody binding; inhibition, % at 6.7 µM; 360,000 tested, 0.43% active; AID 624416; in the data active = inhibition above about 8.5%
TCR-CD3 inh: human TCR-CD3 binding inhibition | TAMRA-labeled TCR probe fluorescence, biochemical | inhibition, % at 9.4 µM | 360,000 tested, 0.37% active; in the data active = inhibition above about 19%;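 also: recombinant mutant TCR 2C K166C tagged with TAMRA read by polarization; 0% = receptor in buffer alone and 100% = receptor with positive control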
Rev-erbA mod: modulators of human Rev-erb alpha DNA binding; P20393; 370,000 tested, 0.79% active; activity, % at 10 µM; Rev-erbα–FITC-DNA binding, fluorescence polarization, 90 min;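 active = activity above about 14%, limit read from the data; passing the limit was not always enough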;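 also: 0% = DMSO wells with 35 nM protein and 100% = DMSO wells with 750 nM protein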
LEDGF integ inh: blocks HIV-1 LEDGF/p75-dependent DNA integration. inhibition, % at 3.7 µM. TR-FRET IN-LEDGF/p75 DNA integration, Eu/Cy5. AID 743269. 370,000 tested, 0.64% active;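 active = inhibition above the screen-wide mean plus 3 SD, cut at about 13% in these data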;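 also: signal is the Cy5 over europium emission ratio at 671 and 618 nm; 0% = plate median of compound wells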
rCAG binder: binds r(CAG) RNA repeats; r(CAG) RNA repeat, TO-PRO-1 dye displacement fluorescence; inhibition, % at 3 µM; AID 651821; 370,000 tested, 1.3% active;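 active = inhibition above the plate cutoff, the mean of all test compounds on that plate plus 3 SD, cut at about 35% in these data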;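 also: 0% = DMSO alone and 100% = 100 µM mitoxantrone as full dye displacement; higher means more dye released from RNA so lower well fluorescence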
PRMT1 FP inh: inhibitors of human PRMT1. Q99873. recombinant PRMT1, activity-based probe fluorescence polarization. inhibition, % at 2.79 µM. 370,000 tested, 1.3% active;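 active = inhibition above about 21% made by adding two undisclosed values, limit read from the data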
HTRA1 inh: inhibitors of human serine peptidase HTRA1; recombinant HTRA1, FP-rhodamine activity-based probe, fluorescence polarization; Q92743; 340,000 tested, 0.5% active; inhibition, % at 5.96 µM; in the data active = inhibition above about 36%;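 also: 0% = enzyme with DMSO and 100% = wells lacking enzyme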
UHRF1 MBD2 ctr: blocks human UHRF1 binding to methylated DNA. Q96T88. UHRF1 binding to methylated oligo, TR-FRET. inhibition, % at 4.4 µM. 370,000 tested, 0.75% active. AID 687016; in the data active = inhibition above about 21%;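 also: UHRF1 SRA domain binding a hemimethylated CpG hairpin DNA probe; 0% = median of test compound wells and 100% = reference inhibitor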
Target sequence (Q96T88 whole entry, looked up, the tested form may be a part): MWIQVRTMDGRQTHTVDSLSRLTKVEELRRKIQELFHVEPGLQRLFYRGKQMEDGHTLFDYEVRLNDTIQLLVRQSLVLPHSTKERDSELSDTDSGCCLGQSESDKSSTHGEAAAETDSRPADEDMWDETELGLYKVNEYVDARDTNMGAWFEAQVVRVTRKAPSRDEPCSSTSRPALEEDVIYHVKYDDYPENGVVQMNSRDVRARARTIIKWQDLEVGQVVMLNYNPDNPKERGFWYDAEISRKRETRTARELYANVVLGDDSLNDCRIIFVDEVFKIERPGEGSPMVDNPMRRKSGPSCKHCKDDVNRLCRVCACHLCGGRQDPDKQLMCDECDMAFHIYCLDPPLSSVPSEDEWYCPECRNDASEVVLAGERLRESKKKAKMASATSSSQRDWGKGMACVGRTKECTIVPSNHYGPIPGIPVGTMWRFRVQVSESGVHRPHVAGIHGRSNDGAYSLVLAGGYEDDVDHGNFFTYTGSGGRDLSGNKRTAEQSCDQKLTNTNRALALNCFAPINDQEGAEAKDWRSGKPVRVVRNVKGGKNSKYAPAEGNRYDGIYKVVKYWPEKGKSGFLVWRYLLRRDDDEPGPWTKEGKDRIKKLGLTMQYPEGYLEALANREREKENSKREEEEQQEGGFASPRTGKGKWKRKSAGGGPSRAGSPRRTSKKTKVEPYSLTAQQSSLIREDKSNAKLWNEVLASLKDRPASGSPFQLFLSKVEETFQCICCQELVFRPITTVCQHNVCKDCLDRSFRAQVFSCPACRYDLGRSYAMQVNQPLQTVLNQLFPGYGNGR
ABHD4 inh: inhibitors of mouse ABHD4; Q8VD66; purified mABHD4, FP-Rh probe fluorescence polarization; inhibition, % at 8.92 µM; 370,000 tested, 0.54% active;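 active = inhibition exceeding the mean over every tested compound plus 3 SD, cut at about 30% in these data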;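 also: 0% = plate median of compound wells and 100% = S159A mutant with DMSO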
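System: mouse ABHD4 enzyme, wild type / Medium: HEPES pH 7.0, NaCl, Pluronic buffer / Reagent: FP-Rh activity-based fluorescent probe / Control set: S159A mutant high control, sample median low control / Detection: fluorescence polarization with parallel and perpendicular emission, 525/598 nm / Schedule: 45 min + 60 min at 25 °C / Compound dosing: 8.92 µM, single dose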
* hit, by the source's call; x = not tested or not shown. Some of the compounds tested; count on the stated rates, not on these rows.

mol,LEDGF integ inh,TCR-CD3 inh,PRMT1 FP inh,rCAG binder,ABHD4 inh,Rev-erbA mod,HTRA1 inh,PG9 binder,MBD2 DNA inh,UHRF1 MBD2 ctr
N#Cc1ccc(S(=O)(=O)NC[C@H]2O[C@@H](n3cnc4c(N)ncnc43)[C@H](O)[C@@H]2O)cc1,0,-1,2,1,10,-2,4,0.0,8,20
CCn1cc(S(=O)(=O)c2cccc(C)c2)c(=O)c2cc(F)c(N3CCN(C)CC3)cc21,-7,0,0,-3,3,3,7,-0.4,0,3
Cc1c(C(=O)NC2CCCCC2)oc2ccc(F)cc12,3,0,-1,-2,-2,-1,-2,-0.7,-3,-1
CCn1c(SCC(=O)Nc2cc(C)on2)nc2sc3c(c2c1=O)CCCC3,2,-3,1,7,5,15,-18,9.2*,3,1
CCOC(=O)c1nnc(-c2ccc(C)cc2)nc1N1CCSCC1,1,-4,-3,-5,-11,-2,-9,-0.4,1,-4
CN(C(=O)COC(=O)c1cnc(Cl)c(Cl)c1)C1CCCCC1,-1,-3,1,-3,-2,9,-2,1.9,3,0
Cc1c(C)c(C)c(S(=O)(=O)Nc2ccc3[nH]c(=O)[nH]c3c2)c(C)c1C,-2,1,7,5,1,1,-6,2.5,0,-4
Cc1ccc(NC(=O)CN2C(=O)S/C(=C\c3cc(C)n(-c4cccc(C(=O)O)c4)c3C)C2=O)cc1,0,3,2,72*,-4,5,-39,-1.1,0,-3
COc1ccc(NC(=O)COC(=O)[C@@H]2CCCN2S(=O)(=O)c2ccccc2F)c(OC)c1,-10,-3,3,-5,-3,-1,2,-0.3,3,0
Cc1ccc(-c2n[nH]c(=S)c3ccccc23)cc1S(=O)(=O)NCC1CCCO1 (stereo unspecified),-6,-7,4,3,-1,-7,-3,1.9,2,1
CCCCCCNc1c(C(=O)OCC)c(=O)[nH]c2ccccc12,0,-4,1,-6,-13,0,-5,-0.3,2,3
COC(=O)c1cc(Br)c(=O)n(CCc2ccc(F)cc2)c1,2,-1,-3,0,-3,2,-1,1.2,-4,-4
CCOc1ccc(CN2CCCC(CO)(Cc3ccc(F)cc3)C2)cc1 (stereo unspecified),2,-4,0,-9,3,-4,-8,-1.8,-1,-1
CC(C)(C)c1ccccc1NC(=O)Nc1nc(C(N)Cc2ccc(F)cc2)cs1 (stereo unspecified),6,5,-8,18,-4,-1,x,-1.4,-6,-1
COCCn1c(C)cc(C(=O)COC(=O)c2cccnc2SC)c1C,-2,-3,-2,2,3,5,-4,-0.1,-2,0
Nc1nc(SCC(=O)C23CC4CC(CC(C4)C2)C3)n[nH]1,-5,5,0,3,-3,-5,-8,0.1,0,0
O=C(Nc1ccccc1C(F)(F)F)C1CCN(C(=O)Cc2ccccc2)CC1,-3,-5,-1,-8,10,-11,1,-2.9,0,3
COc1ccc(S(=O)(=O)NCCC(=O)NCc2cccs2)cc1,-1,1,0,0,-9,-1,5,-0.1,6,1
O=C(COc1ncnc2ccccc12)Nc1ccc(Cl)c(S(=O)(=O)N2CCOCC2)c1,-8,-4,3,6,-1,2,-2,0.8,-3,1
Nc1nc(Nc2cccc(C(F)(F)F)c2)nc(C(F)(F)F)n1,0,-3,0,1,-22,-5,-15,0.2,1,9
CCN(CC)c1ccc(/C=N/N(c2ccccc2)c2ccccc2)c(O)c1,1,-6,1,2,5,4,23,-1.2,-6,-3
CCC(=O)Nc1ccc2c(c1)C(=O)N(C)[C@@H]1CC[C@@H](CC(=O)OC)O[C@H]1CO2,-2,x,-1,1,4,-5,x,x,1,0
O=C(NCCOc1ccccc1)c1ccc2c(c1)OCO2,2,-5,0,-3,9,5,9,2.1,-1,1
Cc1[nH]n(-c2ccccc2)c(=O)c1-c1ccccc1,-1,1,-6,6,12,4,-7,-5.8,1,0
O=C1C(C=NCc2ccccn2)=C(O)c2ccccc21,-2,9,0,0,4,-2,3,-2.5,-2,-1
O=c1ccn(CCc2c[nH]c3ccccc23)c2c1CCCC2,2,8,0,-2,-8,7,5,-1.2,0,3
CC(=O)c1ccc(N2CCN(C(=O)c3cccc(Oc4ccccc4)c3)CC2)cc1,3,3,-4,-6,-3,-4,-26,-1.0,-5,-3
Cc1ccc(C)c(OCCNc2ccc([N+](=O)[O-])cn2)c1,7,11,0,-1,-8,0,-21,-1.0,1,-3
C=CCOn1c(=O)c(C)[n+]([O-])c2ccccc21,-3,1,3,-3,1,-6,9,-1.4,-1,-2
Cc1cc(C)cc(NC(=O)Cn2nnc(C(=O)NCc3ccc(F)cc3)c2N)c1,3,1,-3,0,-23,7,-39,-1.3,4,0
O=C(CSc1nnc2ccccn12)Nc1ccccc1[N+](=O)[O-],3,5,-1,1,-6,2,-4,0.0,2,-3
Cn1nnnc1SCC(=O)Nc1ccccc1N1CCOCC1,-2,5,-3,7,-1,-2,-7,0.9,-3,-1
COc1nc(OC)nc(N2CCC(C(=O)NCc3cccc(OC)c3OC)CC2)n1,2,x,-1,-1,2,-1,x,x,-2,0
Cc1ccc(S(=O)(=O)N2CCCOC2)cc1,-3,-1,1,2,5,5,4,-1.3,-3,0
CCC(C)n1c(S(=O)(=O)O)nc2ccccc21 (stereo unspecified),-2,4,0,1,6,4,-9,0.9,-2,1
CC(=O)Nc1nc(-c2ccc3c(c2)CC(C)N3C(=O)C2CC2)c(C)s1 (stereo unspecified),5,4,1,7,-3,1,-7,-0.4,-7,1
Cc1csc(NC(=O)CSc2ncnc3ccccc23)n1,4,-11,5,5,-4,0,-1,-0.5,0,5
O=C(C1=C(O)/C(=C/c2ccc(O)cc2)CCC1)C(F)(F)F,-4,0,0,10,-7,5,2,-2.8,-2,-1
CCCCc1ccc(Nc2ncnc3nc[nH]c23)cc1,0,-9,-3,9,-6,0,-8,0.7,-7,2
Cc1ccc(P(=O)(OCCN2CCOCC2)C(C)(C)C)o1 (stereo unspecified),9,-1,-4,2,-6,1,-1,-0.7,-2,4
CCC(C)Oc1ccccc1C1CC(=O)NC2=C1C(=O)CCC2 (stereo unspecified),1,4,-2,-1,-2,-2,-2,-1.7,2,0
CCCCS(=O)(=O)/C=C\C1C2C=CC(C2)C1S(=O)(=O)CCCC (stereo unspecified),-4,4,-4,-3,-2,-2,2,-1.0,4,-2
CC1CCN(C(=S)NC(=O)C2CCCCC2)CC1,2,1,2,-3,5,-2,7,-0.7,5,-1
Cc1cc(N2CCOCC2)ncc1[N+](=O)[O-],-1,3,-1,-3,3,0,-7,0.5,-3,-3
CN(CC(=O)Nc1cccc(F)c1)C(=O)/C=C/c1ccc2ccccc2n1,3,2,1,3,2,-2,1,0.5,-2,6
CC1(C)CC(=O)C/C(=N\NC(=O)Cc2ccccc2)C1,-2,6,1,2,-1,-3,3,-0.8,-2,0
O=C(OCn1nnc2ccccc2c1=O)c1cc(-c2ccccc2Cl)nc2ccccc12,1,0,3,3,-5,5,4,-3.2,-6,4
CCOC(=O)c1cnc2c(C)c(-c3ccccc3)[nH]n2c1=O,0,6,1,3,6,-8,-2,0.5,1,0
CCOC(=O)c1ccc(CNC(=O)CSc2nc(NC(=O)c3ccccc3)c3c(C)c(C)oc3n2)cc1,-2,-2,-2,14,-1,27*,5,1.3,3,2
Nc1ccc(Oc2ccc(F)cc2)nc1,2,-9,26*,-10,18,1,-4,0.7,5,-5

Other structures:
mol,LEDGF integ inh,TCR-CD3 inh,PRMT1 FP inh,rCAG binder,ABHD4 inh,Rev-erbA mod,HTRA1 inh,PG9 binder,MBD2 DNA inh,UHRF1 MBD2 ctr
COC(=O)C[C@H]1CC[C@@H]2[C@@H](COc3ccc(NC(=O)Nc4ccccc4OC)cc3C(=O)N2C)O1,-2,x,4,4,9,3,x,x,-4,-3
CCNC(=S)Nc1ccc(Cl)cc1,0,-5,1,5,0,3,5,-0.8,0,5
Cc1ccc2c(c1)C1OCCC1C1N2C(=O)C2C(C(=O)O)C3C=CC21O3 (stereo unspecified),-5,4,-1,2,0,-7,-4,0.7,1,-1
CN(Cc1ccccc1)C(=O)CN(C)S(=O)(=O)c1ccc(F)cc1,-1,6,-1,-3,4,-5,4,2.5,-3,0
NC(=O)c1c(NC(=O)CN2CCOCC2)sc2c1CCC2,4,4,1,-2,2,5,3,-2.9,-7,0
CCCCc1c(O)nc(N2CCN(Cc3ccccc3)CC2)[nH]c1=O,1,4,1,-3,5,4,3,-3.0,-4,-2
CSc1nc(N2CCOCC2)nc2ccc(C)cc12,-2,-8,2,-4,1,0,-11,0.4,-2,1
COc1ccc(NC(=O)CSc2nccn2Cc2ccco2)cc1,2,6,-1,-2,-2,5,-6,-2.1,-2,0
Cc1ccccc1NC(=O)Cc1nc(COC(=O)CCOc2ccccc2)cs1,0,-7,2,-4,13,4,-2,-1.4,-6,-1
CC(=O)Nc1ccc(C=C(C(C)=O)C(C)=O)cc1,3,-9,5,-2,-6,4,7,-2.9,-5,3
COc1cc(CO)cc(Br)c1OCC(=O)N1CCCCC1,1,0,3,-1,-3,2,3,1.8,4,4
O=C(COC(=O)c1cc(S(=O)(=O)N2CCCCC2)ccc1N1CCOCC1)NC1CCCCC1,-1,-5,5,-1,-12,5,-2,1.3,1,8
